Peg3 prom inh: inhibitors of Peg3 promoter | HeLa PEG-Prom luciferase reporter, luminescence, overnight | inhibition, % at 20 µM | 360,000 tested, 1.7% active | AID 588405;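 active = inhibition of at least 50% at 20 µM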
TRPM1 prom inh: reduces MITF-dependent TRPM1 promoter luciferase signal; SK-MEL-5 TRPM1 promoter luciferase, 24 h; inhibition, % at 12.5 µM; 330,000 tested, 0.83% active; AID 488899;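 active = mean inhibition across replicates of 60% or more, whatever share of single replicates reaches that level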; note: values of inactives mirror those of a sister screen read the other way
HIF-2a block: inhibitors of HIF-2a; 360,000 tested, 0.72% active; inhibition, % at 18.8 µM; 786-0 RCC cells HIF-2a reporter, luciferase luminescence, overnight;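 active = inhibition of the luminescence signal of 40% or more relative to plate controls, in a single-dose primary screen at 18.75 µM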
CF NFkB block: blocks PAF-induced NF-kB reporter in cystic fibrosis cells. inhibition, % at 5 µM. AID 588850. KKLEB NF-kB-GFP reporter, GFP fluorescence overnight. 360,000 tested, 0.86% active;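 active = at least 50% inhibition at 5 µM, scaled per plate between neutral and stimulator controls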;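 note: PAF is a Pseudomonas aeruginosa culture filtrate used as stimulus; plate controls were PAF-stimulated DMSO wells for no effect and unstimulated DMSO wells for full effect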
KKLEB tox: reduces viability of KKLEB cystic fibrosis airway cells; 360,000 tested, 0.36% active; KKLEB CF airway cells viability, ATPlite luminescence, overnight; stronger effect = lower value; cells stimulated with P. aeruginosa culture filtrate; activity change (cytotoxicity), % at 5 µM;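 active = corrected activity change at or below -50% at 5 µM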
NR2E3 ag-1: human photoreceptor-specific nuclear receptor agonism; Q9Y5X4; CHO-S Gal4-NCOR/VP16-NR2E3 two-hybrid, luciferase; inhibition of corepressor binding, % at 3.98 µM; 360,000 tested, 0.35% active; AID 602229;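 active = inhibition above the mean of all tested compounds plus 3 SD, cut at about 70% in these data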;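 note: 0% = DMSO with NR2E3 transfected cells and 100% = cells lacking NR2E3 construct; higher means lower luciferase signal from less NR2E3 corepressor binding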
Target sequence (Q9Y5X4 whole entry, looked up, the tested form may be a part): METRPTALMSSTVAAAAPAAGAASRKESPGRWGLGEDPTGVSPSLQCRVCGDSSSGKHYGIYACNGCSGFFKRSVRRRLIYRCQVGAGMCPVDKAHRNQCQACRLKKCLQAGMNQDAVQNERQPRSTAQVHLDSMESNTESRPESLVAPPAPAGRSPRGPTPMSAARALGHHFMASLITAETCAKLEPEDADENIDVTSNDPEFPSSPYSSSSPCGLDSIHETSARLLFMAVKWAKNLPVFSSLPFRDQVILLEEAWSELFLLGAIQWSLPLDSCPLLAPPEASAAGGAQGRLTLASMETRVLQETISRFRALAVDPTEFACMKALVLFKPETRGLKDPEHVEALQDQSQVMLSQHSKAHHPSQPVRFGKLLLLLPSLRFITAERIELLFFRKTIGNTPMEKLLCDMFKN
iPSC survival up: hiPSC single-cell survival enhancement. ATPlite luminescence; 100% = ROCK inhibitor wells, 0% = DMSO. survival enhancement, % at 20 µM. 360,000 tested, 0.044% active. AID 602274; in the data active = survival enhancement above about 18%;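 note: cells exposed to compounds for 16 hours before the ATP read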
aDG glyco act: alpha-DG glycosylation activation; Pro5-aDG cells, alpha-DG glycosylation AlphaScreen (IIH6); 0% Pro5, 100% B10-LARGE cell signal; activation, % at 10 µM; AID 624168; 360,000 tested, 0.22% active;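 active = activation of at least 8% versus controls, or a plate z-score of at least 8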;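 note: Pro5 are CHO cells carrying HIG-tagged alpha-DG that lacks glycosylation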
NR2E3 ag-2: activates human photoreceptor nuclear receptor NR2E3. Q9Y5X4. GST-NR2E3/biotin-RetCOR TR-FRET, 1536-well. inhibition of corepressor binding, % at 4.78 µM. 320,000 tested, 0.12% active. AID 2300;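 active = percent inhibition above the cutoff of mean plus 3 SD of all tested compounds, set per screening campaign, cut at about 20% in these data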;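 note: 0% = DMSO wells and 100% = biotin wells as full block of FRET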
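System: GST-tagged NR2E3 plus biotinylated RetCOR corepressor; Amount: 1.35 nM GST-tagged NR2E3 final; Dosing: single nominal compound dose of 4.8 µM; Schedule: 5 h incubation at 4 °C; Technique: TR-FRET with europium anti-GST and streptavidin-D2, 340 nm excitation; Controls: biotin wells as high control, 0.6% DMSO wells as low control.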
Shn3 inh set2: Schnurri-3 reporter inhibition in Clone20 osteoblasts; Clone20 osteoblast Shn3 3'UTR firefly luciferase, 24 h; inhibition, % at 12.5 µM; 360,000 tested, 0.52% active;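 active = mean inhibition of at least 75% with every replicate also reaching 75%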;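 note: 0% = median of neutral control wells and 100% = pilot-screen positive control compound; some compounds past the cut are filed as inactive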
TWEAK Fn14 block: TWEAK-Fn14 signaling inhibition. inhibition, % at 10 µM. 360,000 tested, 2% active. TWEAK-stimulated Fn14 reporter cells, luciferase luminescence, 8 h. AID 1159606; in the data active = inhibition above about 50%
* hit, by the source's call; / = no result given. No enrichment for hits. About 4.4% of those tested had a hit in this group.

SMILES | Peg3 prom inh | TRPM1 prom inh | HIF-2a block | CF NFkB block | KKLEB tox | NR2E3 ag-1 | iPSC survival up | aDG glyco act | NR2E3 ag-2 | Shn3 inh set2 | TWEAK Fn14 block
COc1ccc(C(=O)NCC(=O)N/N=C/c2cccnc2)cc1 | 4 | -2 | 1 | 12 | -13 | 2 | -0.1 | -0.1 | 2 | -10 | 3
Cc1ccc(-c2csc3ncnc(NS(=O)(=O)c4ccc(Cl)cc4)c23)cc1 | 7 | -5 | 4 | 13 | 12 | -6 | 2.0 | 0.2 | -4 | 0 | 15
Cc1ccc(S(=O)(=O)NCCC(=O)Nc2ccc(C)cc2C(=O)c2ccccc2)cc1 | 21 | 3 | 19 | 13 | 4 | -1 | -0.7 | 0.1 | -7 | 2 | -3
CCN(CC)S(=O)(=O)c1ccc(Cl)c(NC2=NCCCCC2)c1 | 12 | 7 | 11 | -2 | 11 | -4 | -0.6 | 0.0 | 3 | 2 | -17
COc1cccc2cc(C(=O)C3=C(O)C(=O)N(CCN4CCOCC4)C3c3cccs3)oc12 (centres undefined) | 6 | 5 | -22 | -1 | -1 | 5 | 0.2 | -0.1 | 24* | -1 | 7
Cc1c(NC(=O)CSc2nnc(-c3cccnc3)n2N)c(=O)n(-c2ccccc2)n1C | 0 | 13 | 2 | -9 | 5 | -8 | 0.3 | 0.0 | 2 | 4 | -3
COc1cccc(OC)c1C(=O)OCC(=O)NCCCc1ccccc1 | -25 | -10 | -41 | 2 | -3 | -15 | 0.5 | 0.1 | -1 | -32 | 6
O=C(NCc1ccco1)c1ccc(-c2ccccc2Cl)o1 | -213 | -23 | -299 | 29 | -5 | -6 | -0.2 | -0.1 | 2 | -16 | -34
Cc1ccc(C(C)(C)C)c(OCCOCCN2CCCC2)c1 | 10 | -18 | 12 | -7 | -1 | -21 | -0.8 | 0.5 | -1 | -17 | -1
Cc1ccc(OCC(=O)Nc2ccc(CN3CCOCC3)cc2)cc1C | 9 | -3 | -1 | 1 | 15 | -33 | -0.2 | 0.4 | -1 | 7 | 22
C=CCN=C1S/C(=C/c2ccc([N+](=O)[O-])cc2)C(=O)N1CC=C | 3 | -2 | -5 | 16 | -7 | -2 | -0.5 | -0.1 | -3 | / | -43
COCCn1c(C)c(C)c(S(=O)(=O)c2ccccc2)c1N | 5 | 0 | 11 | 3 | -15 | 0 | 1.0 | -0.1 | 0 | -18 | 5
CC(C)(C)OC(=O)N1CCN(C(=O)c2[nH]cnc2C(=O)Nc2cccc(Cl)c2)CC1 | 6 | 0 | 5 | -4 | -1 | -7 | -3.2 | -0.1 | 3 | -9 | 7
COCCNC(=O)c1ccc(Cl)c(S(=O)(=O)Nc2cccc(C)c2C)c1 | 10 | -5 | 8 | -23 | 9 | -2 | -0.4 | -0.4 | 3 | -3 | 11
Cc1nc(SCC(=O)NC2(C#N)CCCC2)n(CC(C)C)c1C | 0 | 5 | 9 | -6 | 17 | 4 | -0.2 | 0.2 | / | 4 | -25
Cc1cccn2c(=O)c(/C=C(\C#N)C(=O)NCc3ccco3)c(N3CCC(C(N)=O)CC3)nc12 | 27 | -2 | 18 | -58 | 4 | 9 | -1.3 | 0.1 | 5 | -43 | -7
Cc1ccc(NC(=O)CSc2nnnn2-c2ccc3c(c2)OCO3)cc1C | 33 | 12 | 13 | 65* | -54* | 91* | -1.7 | -0.3 | 2 | 39 | 12
O=C(COc1ccc(Cl)cc1)NCc1ccc(F)cc1 | -9 | 3 | -5 | -1 | -4 | -5 | -0.4 | 0.0 | 4 | 0 | -10
COc1ccc(-c2cc(C(=O)Nc3ccc(NC(C)=O)cc3)[nH]n2)c(C)c1 | -290 | / | -245 | -20 | 7 | -19 | -1.1 | 0.0 | / | -119 | -38
OCC[C@@H]1C[C@H](O)[C@@H](O)[C@]2(OCCc3ccccc32)O1 | -53 | -9 | -18 | -9 | -10 | -4 | -2.6 | -0.1 | 0 | -7 | 3
C/C=C/c1ccc(Oc2nnnn2-c2ccc(C(=O)O)cc2)c(OC)c1 | 6 | -1 | 19 | 2 | -8 | 4 | 1.4 | -0.3 | 2 | 11 | 3
C=CCSc1nc(-c2ccccc2)c(C#N)c(=O)[nH]1 | 12 | 8 | -6 | -1 | 10 | -6 | 0.6 | 0.1 | 22* | -25 | 2
Cc1noc(C)c1COc1ccc(C(=O)N2CCCC(C(F)(F)F)C2)cc1 (centres undefined) | 14 | 11 | 7 | 12 | 8 | -13 | 0.0 | 0.0 | 0 | 17 | 5
CCCCc1cc(=O)oc2c(CN(C)C)c(O)ccc12 | 10 | 0 | 0 | -8 | 9 | -12 | 2.4 | 0.2 | -3 | 7 | -7
Cc1ccc(NC(=O)COC(=O)Cn2ccc(=O)[nH]c2=O)cc1C | 0 | -7 | 4 | 4 | 16 | -25 | -1.3 | -0.1 | / | 1 | 1
Cc1ccc(-n2nnnc2/C=C\Nc2cc(C)on2)cc1 | -12 | 1 | -13 | 7 | -9 | -36 | 1.3 | -0.2 | 1 | 6 | -12
CCc1c(C(=O)N/N=C/c2ccsc2)csc1C | -95 | -7 | -96 | 8 | -2 | -35 | 0.6 | -0.1 | 2 | -2 | -12
COc1ccc(N2CC(NS(=O)(=O)c3cccnc3)CC2=O)cc1 (centres undefined) | -9 | 5 | 6 | 15 | -11 | -43 | -0.1 | 0.1 | 0 | -40 | 7
Cc1ccccc1-c1cc2nc(NCc3ccncc3)n(C)c(=O)c2s1 | -98 | / | -248 | 36 | -19 | -53 | -2.9 | 0.0 | / | -62 | -14
Cc1cc(C)cc(OCC(=O)Nc2ccc(N3CCCCC3)cc2)c1 | -3 | -5 | -20 | 21 | -8 | 1 | -0.2 | -0.2 | -2 | 5 | 18
CN(C(=O)COc1ncnc2ccccc12)C1CCCCC1 | -1 | 1 | 9 | 18 | -3 | 10 | 1.2 | -0.1 | / | 6 | 21
O=C(CNc1ccc(Br)cc1)c1ccc(O)cc1 | -35 | -13 | 1 | -6 | 10 | -22 | -2.2 | 0.4 | -5 | -12 | -20
CCc1nc2c(OCC(=O)c3ccc(Cl)cc3Cl)cccn2c1N(C=O)Cc1ccc(OC)cc1 | 20 | / | -15 | -9 | -2 | 5 | -0.4 | 0.5 | / | -1 | -4
O=C(CN1CCC(C(=O)c2ccc(Cl)cc2)CC1)Nc1ccc2c(c1)OCCO2 | 42 | 14 | 35 | -9 | 6 | -1 | -0.8 | 0.2 | -2 | 6 | 62*
O=C(NCc1ccccc1)C1=C[C@H](C2CC2)C[C@H](OCc2ccc(CO)cc2)O1 | -11 | -8 | -9 | 1 | -4 | 4 | 1.3 | 0.1 | -1 | -3 | -12
CS(=O)(=O)N(CC(=O)N/N=C/c1cc2c(cc1Br)OCO2)c1ccccc1Br | 34 | -3 | 25 | 7 | -8 | 2 | 3.8 | -0.1 | 4 | 18 | 14
Cc1c(C)n(CCCN(C)C)c2ncnc(Nc3ccccc3)c12 | -35 | -17 | -2 | -16 | -3 | 1 | -0.1 | -0.1 | -4 | -64 | 20
COc1ccc(NC(=S)NNC(=O)c2cccs2)cc1 | -122 | -17 | -81 | 5 | 7 | -39 | -1.2 | -0.3 | 2 | -40 | -28
O=[N+]([O-])c1ccc(Cl)c(S(=O)(=O)Nc2ccc(-c3ccc(N4CCOCC4)nn3)cc2)c1 | -68 | 0 | -42 | -8 | -3 | 13 | -0.5 | 0.5 | 0 | -3 | -14
O=C(Nc1ccc(F)cc1)c1csc(Cc2ccccc2)n1 | -195 | -42 | -208 | -9 | 11 | -33 | -0.1 | 0.0 | 5 | -15 | -18
CNS(=O)(=O)c1cn(CC(=O)NCc2cccc(OC)c2)cc1S(=O)(=O)NC | 13 | 5 | 11 | -20 | 4 | 0 | 0.4 | 0.0 | 2 | 0 | 26
COc1cc(NC(=O)c2ccccn2)cc(OC)c1OC | 1 | 14 | 7 | -33 | 2 | 0 | -0.5 | 1.2 | -3 | 12 | 3
COCCN(CC1CCCN(C2Cc3ccccc3C2)C1)C(=O)CCC(N)=O (centres undefined) | -9 | -7 | -23 | -24 | -9 | -12 | 0.6 | 0.1 | 3 | 2 | -7
Cc1ccccc1S(=O)(=O)NC(=O)C1(C)CCN1C(=O)c1cccc(F)c1 (centres undefined) | -1 | / | -2 | -23 | 11 | -11 | 0.5 | -0.2 | / | 9 | 9
CSc1ccc(CN2CCC(N3CC(C)OC(C)C3)CC2)cc1 (centres undefined) | 24 | -9 | 11 | 6 | -2 | 0 | -0.6 | 0.4 | 0 | -103 | 3
CC(C)(C)c1ccc(C(=O)Nc2ccc(O)c3c(=O)cc(-c4cccc(Cl)c4)oc23)cc1 | 3 | 31 | -22 | 26 | -20 | -4 | 0.8 | -0.3 | 0 | 5 | -21
O=C(c1nn2c(C(F)(F)F)cc(-c3ccc(F)cc3)nc2c1Cl)N1CCOCC1 | 16 | 20 | 1 | -29 | 4 | -12 | -2.3 | 0.5 | 1 | 7 | -13
COc1ccc(C(=O)N2CCC(C)(C(=O)NS(=O)(=O)C3CC3)C2)c(OC)c1 (centres undefined) | 3 | / | 10 | -6 | -1 | 0 | 2.2 | -0.2 | / | -27 | 7
O=NNc1nc2ccccc2n1Cc1ccccc1 | 15 | 26 | 12 | -10 | 2 | 4 | 0.5 | 0.1 | -2 | 66 | 1
CCc1ccc(N2CN(Cc3ccco3)CNC2=S)cc1 | -3 | 1 | -20 | -9 | 14 | -2 | -0.2 | 0.0 | -3 | -27 | -7
Cc1nc2c(-c3ccccc3)c(C)[nH]n2c(=O)c1Cl | 13 | 5 | 12 | -4 | -3 | 10 | -1.0 | 0.0 | 1 | 0 | 6
CCc1nc2ccc(C(=O)NC3CCN(Cc4ccccc4)CC3)cn2c1N(C)CCN1CCOCC1 | -22 | / | 1 | -7 | -1 | -11 | -2.5 | 0.0 | / | -7 | 5
O=C(c1ccc(O)cc1)c1ccc(Cl)cc1 | -59 | -22 | -100 | -1 | 11 | -26 | 3.6 | -0.3 | 1 | 4 | -17
O=C(Nc1cccc(-c2nc3ccccc3s2)c1)c1cccs1 | -126 | -4 | -122 | -28 | 15 | -168 | -0.9 | 0.0 | 3 | -12 | 14
CCOC(=O)c1csc(NC(=O)C2CCCCC2)n1 | -150 | -66 | -183 | 14 | 1 | -1 | 0.7 | -0.2 | 3 | -22 | -11

Compound profiles, as listed above. Order of screens: Peg3 prom inh | TRPM1 prom inh | HIF-2a block | CF NFkB block | KKLEB tox | NR2E3 ag-1 | iPSC survival up | aDG glyco act | NR2E3 ag-2 | Shn3 inh set2 | TWEAK Fn14 block
`O=C(c1nn2c(C(F)(F)F)cc(-c3ccc(F)cc3)nc2c1Cl)N1CCOCC1` reads 16 | 20 | 1 | -29 | 4 | -12 | -2.3 | 0.5 | 1 | 7 | -13
`O=C(CN1CCC(C(=O)c2ccc(Cl)cc2)CC1)Nc1ccc2c(c1)OCCO2` reads 42 | 14 | 35 | -9 | 6 | -1 | -0.8 | 0.2 | -2 | 6 | 62*
`O=C(COc1ccc(Cl)cc1)NCc1ccc(F)cc1` reads -9 | 3 | -5 | -1 | -4 | -5 | -0.4 | 0.0 | 4 | 0 | -10
